Screening results: PubChem BioAssay, National Center for Advancing Translational Sciences (NCATS)
Nrf2 ARE act – activators of Nrf2 (ARE) signaling; AREc32 ARE-luciferase reporter (MCF7-derived line), luminescence, 24 h; Potency, µM (highest dose often 46.1 µM), for the others: top-dose activation, hits mostly activators; actives 0.31% (n = 410,000); AID 624171; further: potency means the concentration at half of the fitted maximal effect; % of control where 0% means no effect; nearly all actives have a fitted effect of over 65% in size
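Luminescent ARE reporter assay in AREc32_Fluc cells: overnight plating at 37 deg C, 24 hr compound incubation, Steady-Glo added, 30 min RT before reading.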
ATXN viability – cell viability loss in ATXN counter-screen; S2 cells (HEK-293 line with an ATXN2-luciferase reporter) viability, CellTiter-Fluor protease fluorescence, 24 h; Potency, µM (doses to about 56.7 µM), hits mostly cytotoxic; actives 0.49% (n = 400,000); AID 651635; further: potency means the concentration at half of the fitted maximal effect; nearly all actives have a fitted effect of over 40% in size
pAkt inh – Akt phosphorylation inhibition. Neuro2A IGF-stimulated pAkt S473 HTRF, 20 min; stronger effect = lower value. activity change, % for hits at 50 µM. actives 0.32% (n = 360,000); in the data active means activity change below about -80%; inconclusive means mostly about -51% to -80%; further: on the % scale 0 is the no-effect control and ±100 the full control effect
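Neuro2A cells (4,500/well, DMEM with 0.5% FBS) were treated with compound at a single 50 µM final concentration, stimulated with 6 nM IGF for 20 min at 37 °C, and lysed. Phospho-Akt Ser473 was read by HTRF as 665/615 ratio ×10^4.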
TGFb SMAD3 inh – TGF-b pathway inhibition; actives 1.2% (n = 410,000); Potency, µM (doses to about 46.1 µM), inactives show top-dose activity, negative = inhibition, usual class: inhibitors; HepG2 CAGA-GFP TGF-b/SMAD3 reporter, GFP fluorescence, 18 h; TGF-beta stimulated, 500 pg/mL final; further: potency means the concentration at half of the fitted maximal effect; on the % scale 0 is the no-effect control and ±100 the full control effect; nearly all actives have a fitted effect of over 65% in size
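First, reporter cells (HEPG2 CAGA-GFP) rested 2 h at 37 degrees C. Next, compounds were pinned in and TGF-beta added to 500 pg/mL final. After 18 h, GFP was imaged per cell and summed per well.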
CCT chaperon mod – changes cytosolic chaperonin activity; purified chaperonin ATPase assay, HTRF ADP detection, 30 min; activity change, % (concentration not given with the values), hits read low; actives 0.3% (n = 360,000); AID 651819; in the data active means activity change below about -30%; further: on the % scale 0 is the no-effect control and ±100 the full control effect
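Enzyme 40 or 20 nM (batch-dependent) in Tris pH 7.4/KCl/MgCl2/DTT; cpd 76 uM single point; ATP 10 uM; 30 min 37 °C; Transcreener ADP HTRF detection, 30 min RT; ratio 665/615.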
HepG2 tox – kills HepG2 cells in TGF-b inhibitor counter-screen. HepG2 CAGA-GFP viability, ATP luminescence, 18 h. Potency, µM (highest dose often 46.1 µM), for inactives: at the top dose activity change, negative = cytotoxicity, actives largely listed as cytotoxic. actives 0.76% (n = 410,000). AID 588856; further: potency means the concentration at half of the fitted maximal effect; some results filed as inactive show a strong effect at the top dose
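CellTiter-Glo luminescence gave cytotoxicity after 18 hours at 37 degrees C. The cells were HepG2 CAGA-GFP in 1% FBS DMEM, stimulated with 500 pg/mL TGF-beta after compound addition. %Activity was normalised to no-cell wells (complete cell-killing) and DMSO (no toxicity), and curves were fitted and classified.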
Nrf2 inh – blocks Nrf2 signaling. actives 2.1% (n = 360,000). Potency, µM (series often up to 46 µM), without a hit: at the top dose activity change, negative = inhibition, actives largely listed as inhibitors. A549 ARE-Fluc reporter, luciferase luminescence, 18-24 h; further: potency means the concentration at half of the fitted maximal effect; on the % scale 0 is the no-effect control and ±100 the full control effect; nearly all actives have a fitted effect of over 60% in size
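Concentration-response testing used A549 ARE_Fluc cells at 5000 cells/well. Following an 18-24 h compound incubation, viability was read by fluorescence (Ex 405/Em 525) and luciferase output by luminescence.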
Mm-Cpn inhibitor – blocks the Methanococcus maripaludis chaperonin Mm-Cpn; purified Mm-Cpn ATPase, ADP Transcreener TR-FRET; Potency, µM (highest dose often 76.9 µM), inactives show top-dose activity, negative = inhibition, most hits filed as inhibitors; actives 0.031% (n = 330,000); AID 504842; further: potency means the concentration at half of the fitted maximal effect; on the % scale 0 is the no-effect control and ±100 the full control effect; nearly all actives have a fitted effect of over 80% in size
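Measured: ADP formation by purified Mm-CPN. Conditions: 25 nM protein, 10 uM ATP, Tris pH 7.4 with Mg2+, K+ and DTT, 37°C for 30 min. Detection: Transcreener HTRF after 30 min at room temperature.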
A549 viability – counter-screen for Nrf2 inhibitors: cytotoxicity in A549 cells; A549 ARE-Fluc cells, CellTiter-Fluor viability, 18-24 h; Potency, µM (doses to about 46 µM), inactives show at the highest dose activity change, negative = cytotoxicity, usual class: inhibitors; actives 0.16% (n = 390,000); AID 504648; further: potency means the concentration at half of the fitted maximal effect; on the % scale 0 is the no-effect control and ±100 the full control effect
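Cytotoxicity counterscreen: CellTiter-Fluor fluorescence was measured in A549 ARE_Fluc cells after 18-24 h of compound exposure in a concentration series. The subsequent BugLite luminescent read reports ARE-luciferase activity.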
Numbers without * were called inactive; i = inactive; ? = inconclusive; . = no result given; [ ] = remark or other dose. Unless noted, the call rests on the fitted dose curve; in most records, active means well fitted curve in the direction sought with a large enough effect; inconclusive means small, poorly fitted or top-dose-only effect, or another doubt; inactive means no such curve, though single readings can be large; an effect the other way counts as inactive or inconclusive.

Every second line gives: Nrf2 ARE act	ATXN viability	pAkt inh	TGFb SMAD3 inh	CCT chaperon mod	HepG2 tox	Nrf2 inh	Mm-Cpn inhibitor	A549 viability
- Cc1c(C(=O)OCC(=O)N2CC(C)CC(C)C2)oc2ccccc12 (configuration not stated)
    0.7%	i	i	2.2%	0.8	4.4%	-13.7%	-1.2%	-1.9%
- CCOC(=O)Cc1csc(NC(=O)/C=C/c2ccco2)n1
    ?	i	i	?	1.4	-16.2%	2.1%	-0.2%	0.9%
- C/C(=N\NC(=O)Cc1cccn1C)c1ccco1
    26.0%	i	i	12.7%	0.5	-1.3%	5.1%	-0.1%	1.5%
- CN(C(=O)CC1C(=O)NCCN1Cc1ccccc1F)C1CCOCC1 (configuration not stated)
    -0.5%	i	i	-13.9%	-1.4	-21.4%	10.1%	3.0%	-3.8%
- COc1ccc(OC)c(NC(=O)COC(=O)[C@H](Cc2ccccc2)NC(=O)c2ccco2)c1
    -0.3%	i	i	-0.6%	-2.0	-12.8%	0.7%	1.3%	0.4%
- O=C(/C=C/c1ccc(F)cc1)Nc1ccc(S(=O)(=O)N2CCOCC2)cc1
    -0.2%	i	i	0.0%	0.4	-3.6%	?	2.5%	0.7%
- Cc1ccc(SC(C)c2nc(-c3ccncc3)no2)cc1 (configuration not stated)
    0.5%	i	i	-5.3%	-1.2	-20.4%	-24.2%	0.8%	-0.9%
- NC(=O)c1nsc(C(=O)N(c2cccc(O)c2)C(C(=O)NC2CCCC2)c2ccc(Cl)cc2)c1N (configuration not stated)
    -1.0%	.	i	1.3%	-2.6	3.4%	1.8%	-1.7%	-0.8%
- O=C(NCCCN1CCOCC1)c1ccc(Cl)c([N+](=O)[O-])c1
    4.3%	i	i	-4.3%	-1.5	11.5%	-9.8%	.	-4.9%
- CCN1CCN(S(=O)(=O)c2ccc(Cl)c(C(=O)N(C)Cc3ccco3)c2)CC1
    -0.6%	i	i	0.0%	0.3	-14.5%	0.4%	-1.1%	-9.6%
- O=C(NCC(=O)N1CCOCC1)c1ccc(Br)o1
    0.7%	i	i	-1.2%	-0.1	-12.5%	5.8%	4.6%	29.8%
- Nc1ccc(N2CCN(CCCCN3C(=O)C4CCCN4C3=O)CC2)cc1 (configuration not stated)
    -0.6%	17.8µM*	i	0.4%	1.5	-3.9%	-12.5%	-0.1%	-15.5%
- CCOc1ccc(NC(=O)CN(C)C(=O)c2cc(S(=O)(=O)N(C)C)ccc2N2CCCC2)cc1OCC
    -0.5%	i	i	-13.4%	-2.6	-3.5%	-5.0%	0.1%	4.8%
- COc1ccc(-c2noc(CSc3nnc(C)n3-c3ccc(C)cc3)n2)cc1
    5.9%	.	.	-9.0%	.	-27.9%	-29.0%	.	-11.4%
- CCCCCN(C(=O)CCC(=O)OCC(=O)c1ccc(F)c(F)c1)c1c(N)n(CCCC)c(=O)[nH]c1=O
    -1.0%	i	i	-30.0%	-0.8	-19.9%	2.9%	-2.5%	-4.1%
- COc1ccc(CNCC(O)(c2ccccc2)c2ccc(F)cc2)cc1 (configuration not stated)
    2.3%	i	i	?	-1.2	-43.0%	?	0.4%	-4.7%
- Cc1ccc(NC(=S)NC(NC(=O)c2ccccc2)C(Cl)(Cl)Cl)c(C)c1 (configuration not stated)
    2.8%	?	i	?	-7.7	-37.2%	20.6µM*	1.0%	?
- Cc1cccc(CSc2nnc(C)c(=O)n2N)c1
    0.1%	i	i	-1.7%	-1.7	-0.2%	2.3%	0.0%	10.8%
- Cc1nn(CC(=O)Nc2cccc(C(F)(F)F)c2)c(=O)c2cccn12
    0.2%	i	i	5.0%	0.4	7.5%	0.2%	0.1%	-3.7%
- O=C(O)C1CCCCC1C(=O)Nc1ccc2c(c1)OCO2 (configuration not stated)
    -0.3%	i	i	-1.2%	-0.3	-15.1%	8.1%	1.3%	0.9%
- CCOC(=O)c1sc(Nc2nc(C)cc(C)n2)nc1C
    0.6%	i	i	-29.8%	1.8	-6.1%	10.6%	0.3%	15.8%
- N/C(=N\OC(=O)c1ccc(Cl)cc1)c1ccn[nH]1
    0.2%	i	i	2.6%	0.5	-21.5%	?	0.0%	-3.8%
- COc1ccc(NC(=O)CCS(=O)(=O)c2ccccc2Cl)cc1S(=O)(=O)Nc1ccc(Cl)cc1
    0.3%	?	i	?	3.1	-31.3%	?	1.1%	?
- CC(=O)c1ccc(N2CCN(CC(O)c3ccccc3)CC2)cc1 (configuration not stated)
    0.7%	i	i	0.1%	0.8	-4.3%	10.2%	-1.4%	-1.7%
- COc1cccc(NC(=O)CN(C)C(=O)c2cc3c(s2)CCCCC3)c1
    0.6%	i	i	11.6%	1.3	1.2%	?	-0.1%	-18.1%
- O=C(Cn1c(=O)oc2cc(S(=O)(=O)N3CCCCCC3)ccc21)NC1CCCCCCC1
    -1.0%	i	i	-9.1%	0.4	-2.4%	9.0%	-1.3%	-0.5%
- CC(C)CN(C(=O)c1cccc(Cl)c1)c1c(N)n(Cc2ccccc2)c(=O)[nH]c1=O
    -0.4%	i	i	1.6%	1.3	-2.5%	-0.6%	3.1%	1.1%
- CCN(C(=O)c1noc2c1COc1ccc(C)cc1-2)c1cccc(C)c1
    0.1%	i	.	-0.7%	.	-27.8%	?	.	-0.6%
- CC1CCC(NC(=O)Cn2c(=O)oc3ccccc32)CC1 (configuration not stated)
    0.3%	i	i	-7.1%	0.3	-6.5%	-0.4%	0.4%	12.0%
- C/C(=N\NC(=O)CNc1cccc(Cl)c1C)C1CC1
    0.1%	i	i	0.5%	-0.6	-2.6%	1.4%	-6.1%	0.7%
- O=C(N/N=C/c1ccc(Br)o1)c1cccnc1
    0.0%	i	i	20.4%	1.1	14.4%	5.4%	0.1%	-5.2%
- OCCC1CN(Cc2cccc3c2OCO3)CCN1Cc1ccccc1 (configuration not stated)
    -0.5%	i	i	0.6%	-3.2	-9.9%	10.9%	-0.7%	0.8%
- CN(C)CCCN(C(=O)c1cc(-c2cccs2)nc2ccccc12)c1nc2ccc(F)cc2s1
    -1.0%	?	i	?	-0.9	-112.7%	?	-6.6%	-11.2%
- COc1ccc(N2CCN(CCCNC(=O)C3COc4ccc(OC)cc4C3)CC2)cc1 (configuration not stated)
    2.4%	i	.	-19.2%	.	-19.2%	.	.	17.1%
- O=C1CSC(c2ccccn2)N1Cc1cn2ccccc2n1 (configuration not stated)
    0.1%	i	i	-10.4%	-17.2	-5.8%	.	-0.4%	-3.3%
- CS(=O)(=O)c1ccc2nc(NC(=O)c3ccc(N4CCCC4=O)cc3)sc2c1
    0.3%	i	i	?	-0.8	7.2%	-7.8%	-2.6%	-18.4%
- COc1ccccc1NC(=O)c1cc(S(=O)(=O)NCCC2=CCCCC2)ccc1F
    5.1%	?	.	?	.	-3.4%	.	.	-3.2%
- CCOc1ccc(NC(=O)CN(Cc2ccccc2)S(C)(=O)=O)cc1
    -1.0%	i	i	-22.8%	-0.1	-0.8%	7.2%	-1.2%	0.6%
- Cc1ccc(-c2[nH]c(=S)[nH]c(=O)c2C#N)cc1
    0.1%	i	i	-14.4%	0.3	-18.3%	18.4%	0.0%	4.4%
- COc1cccc(-n2c(=O)c3c(C)c(C)sc3n(CC(=O)NCc3ccc(C)cc3)c2=O)c1
    0.1%	i	.	0.8%	.	-2.9%	5.1%	.	-6.4%
- Cc1ccc(CNC(=S)N2CCOCC2)cc1
    0.0%	i	i	3.9%	-0.8	2.6%	0.0%	-1.6%	0.0%
- O=C(NCCc1ccccc1)C1CCN(S(=O)(=O)N2CCC3(CC2)OCCO3)CC1
    0.2%	i	i	9.7%	0.4	1.1%	10.0%	2.4%	23.4%
- COCC(=O)Nc1ccccc1C#N
    0.3%	i	i	5.2%	2.4	-0.5%	15.5%	-0.6%	-5.6%
- CC1=Nc2ccccc2N=C(NC(=O)c2ccccc2)C1c1ccc(Cl)cc1 (configuration not stated)
    9.0%	?	i	?	-2.6	-8.2%	-12.3%	-1.0%	-3.2%
- COc1ccccc1Sc1nc(-c2ccccn2)ncc1OC
    0.5%[9.22 µM]	?	i	-13.9%	2.7	-9.5%	?	-4.4%	-6.9%
- O=C(Nc1ccc(F)c(F)c1)c1cc(S(=O)(=O)N2CCN(c3ccccn3)CC2)ccc1F
    5.3%	i	i	?	0.1	-0.6%	?	-1.4%	-15.2%
- CCN(CC)C(=O)CSc1nnc([C@@H](N)Cc2ccccc2)o1
    -0.2%	i	i	-1.0%	-1.3	-11.4%	-9.3%	1.0%	-0.3%
- CN1CCN(C2Cc3ccccc3Sc3cc(C(F)(F)F)ccc32)CC1 (configuration not stated)
    -2.3%	.	i	?	-0.8	20µM*	4.1%	.	0.7%
- O=C(COC(=O)CCNS(=O)(=O)c1cccs1)Nc1cc(C(F)(F)F)ccc1Cl
    -0.4%	i	i	4.0%	1.9	8.7%	2.1%	2.5%	2.6%
- CCCCCCCCCCCC(=O)c1c(O)cccc1O
    -0.3%	?	i	-26.2%	2.1	-14.3%	-3.1%	1.5%	-16.0%
- CS(=O)(=O)c1ccc(C(=O)OCC(=O)N2CCN(CCC3CCCCC3)CC2)cc1[N+](=O)[O-]
    -4.7%	?	.	3.98µM*	.	3.16µM*	.	.	.
- COc1ccc2cc(-c3[nH]ncc3CNCCn3nc(C)cc3C)ccc2c1
    5.4%	i	i	-15.6%	-0.1	-38.8%	0.3%	1.1%	-1.4%
- NC(=O)c1ccccc1Nc1nc(NCCO)nc(N2CCCC2)n1
    -1.4%	i	.	-15.9%	.	-4.3%	-15.2%	.	14.9%
